Compound activity (PubChem BioAssay)
RORg inh = qHTS for inhibitors of ROR gamma transcriptional activity. AID 2551, 2010. Nuclear receptor ROR-gamma (Mus musculus), P51450. Potency, µM (top dose mostly 53.6 µM), for the others: at the top dose activity change, negative = inhibition, most hits filed as inhibitors. hit rate 5.4% among 310,000. Drosophila S2 Gal4-RORgamma UAS-luciferase reporter, 20 h; note: nearly all actives have a fitted effect of over 60% in size
Target sequence (P51450 whole entry, looked up, the tested form may be a part): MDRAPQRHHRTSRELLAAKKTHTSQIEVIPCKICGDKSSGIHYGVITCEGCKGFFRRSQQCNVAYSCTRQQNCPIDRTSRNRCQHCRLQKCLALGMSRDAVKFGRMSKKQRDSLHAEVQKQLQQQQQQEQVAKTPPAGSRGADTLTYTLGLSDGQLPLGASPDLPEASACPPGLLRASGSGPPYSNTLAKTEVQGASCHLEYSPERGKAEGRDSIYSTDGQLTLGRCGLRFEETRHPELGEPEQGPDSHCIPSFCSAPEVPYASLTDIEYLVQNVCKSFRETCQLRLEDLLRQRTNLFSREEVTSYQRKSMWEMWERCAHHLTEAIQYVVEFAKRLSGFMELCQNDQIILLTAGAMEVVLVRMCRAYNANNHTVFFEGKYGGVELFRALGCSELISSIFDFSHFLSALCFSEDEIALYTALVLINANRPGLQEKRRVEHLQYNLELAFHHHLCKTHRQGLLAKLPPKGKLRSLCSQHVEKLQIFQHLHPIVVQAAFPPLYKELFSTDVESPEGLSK
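Luciferase reporter read in Schneider cells carrying Gal4-RORγ (mouse) and UAS-Photinus luciferase; cells given compound 1 h before 700 uM copper sulfate induction, then incubated 20 h at ambient temperature.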
VP16 counter = VP16 counterscreen qHTS for inhibitors of ROR gamma transcriptional activity; hit rate 3.5% among 310,000; Drosophila S2 Gal4-VP16 UAS-luciferase, luminescence, 20 h; AID 2546, 2010; Potency, µM (titrated, usually from 53.6 µM), for the others: top-dose activity, negative = inhibition, most hits filed as inhibitors;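 note: Gal4-VP16 expression switched on by copper sulfate through the metallothionein promoter; nearly all actives have a fitted effect of over 50% in size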
An asterisk follows results filed as active; ? = inconclusive; & = joins results of further samples; [ ] = another dose, or the depositor's remark. Calls come from the whole dose curve; as a rule, active = well fitted curve in the direction sought with a large enough effect; inconclusive = small, poorly fitted or top-dose-only effect, or another doubt; inactive = no such curve, though single readings can be large; an effect the other way counts as inactive or inconclusive. % is set by controls: 0 for no effect and ±100 for the full control effect; potency is the fitted concentration of half-maximal effect. Only part of the results is shown; rates above refer to the full screens.

SMILES | RORg inh | VP16 counter
CN1CCN(c2ncc3nc(-c4ccc(Cl)cc4)c(=O)n(Cc4ccc(F)cc4)c3n2)CC1 | -20% | -7%
C=CCOCC1CN2C(CCC(C)C2c2ccc(Br)cc2)C(=O)O1 (configuration not stated) | -6%[10 µM] | 1%[10 µM]
CO[C@H]1COC(=O)[C@@H](C)COC(=O)[C@H](C)NC(=O)C/C=C\[C@H]1C | -18%[10 µM] | -8%[10 µM]
CC[C@H](C)C(=O)O[C@H]1CCC=C2C=C[C@H](C)[C@H](CC[C@@H]3C[C@H](O)CC(=O)O3)[C@H]21 | 24% | 2%
Cn1cccc1C(=O)N1CCC[C@@]2(CCN(Cc3ccccc3)C2)C1 | 6% | 4%
CO[C@H]1COC(=O)[C@H](C)COC(=O)C/C=C\[C@@H](C)[C@H](OC)COC(=O)C/C=C\[C@@H]1C | 6%[10 µM] | -8%[10 µM]
C=CCCCCCCCCCCCC(O)CC(O)CO (configuration not stated) (tested in a mixture with another compound) | 22% | 14%
COC(=O)[C@@]1(Cc2ccccc2)[C@H]2c3cc(C(=O)N4CCCC4)n(CCN4CNCC4=O)c3C[C@H]2CN1C(=O)c1ccccc1 | 8% | 4%
COC(=O)[C@@H]1OC(c2ccccc2)O[C@H]1C(=O)OC | 3% | -1%
Cc1ccccc1-c1cc(NCCN2CCOCC2)ncn1 | ? | 25%
Cc1ccc(S(=O)(=O)N[C@H]2COC(=O)C/C=C\[C@@H](C)[C@H](NS(=O)(=O)c3ccc(C)cc3)COC(=O)[C@H](C)NC(=O)C/C=C\[C@H]2C)cc1 | -5%[10 µM] | 6%[10 µM]
O=[N+]([O-])c1cccc2c[nH]nc12 | -15% | -16%
O=C(O)c1ccc(-c2ccc(-c3ccccc3)cc2)o1 | -25%[96.6 µM] | 3%[96.6 µM]
Cc1ccc(/C=C2/CNC/C(=C\c3ccc(C)cc3)C2=O)cc1 | 3.5µM* | 7.1µM*
COc1cccc([C@@H]2Oc3ccc(OC)cc3C(=O)[C@H]2OC(=O)NC2CCCC2)c1 | 7% | 1%
Clc1ccccc1-c1nccc(-n2ccnc2)n1 | -22% | 6%
COC(=O)[C@@H](NC(=O)O[C@@H]1C(=O)c2cc(Br)ccc2O[C@H]1c1ccc2c(c1)OCO2)C(C)C | 21% | 4%
CCOC(=O)OCC1OC(c2ccc(C(C)=O)cc2)C=CC1OC(=O)OCC (configuration not stated) | 2%[10 µM] | -18%[10 µM]
O=C(Nc1ccccc1)N1CCC2(CC1)CCN(C(=O)c1csnn1)CC2 | -29% | 11%
N[C@H](CSSC[C@@H](N)C(=O)O)C(=O)O | -28% | 6%
CC1CCC2C(C)(C)C3CC12CC[C@]3(C)O (some centres not stated) | -42% | -15%
COc1cc2c(cc1OC)C(/C=C/c1ccc(OC)c(OC)c1OC)=NCC2 | -28% | ?
O=c1cnc2cnc(N3CCOCC3)nc2n1CCc1ccccc1 | -8% | -6%
CCOC(=O)C1=C[C@@H](C(=O)OCC)[C@@H]2C3=C(C(=O)C2(C)C)[C@H](c2ccccc2)[C@@H]2C(=O)N(c4ccccc4)C(=O)[C@@H]2[C@@H]3C1 | -13% | 5%
COc1cc(OC)c2c(-c3ccccc3)cc(=O)oc2c1C(CC(=O)N1CCCC1)c1ccc(N(C)C)cc1 (configuration not stated) | 28% | ?
Cc1noc(C)c1-c1nccc(NCCN2CCOCC2)n1 | -19% | -2%
CCCOc1ccc(Br)cc1-c1cc(-c2ccc(Cl)cc2)[nH]c1-c1ccncc1 | -8% | -12%
COc1ccc(Oc2ncc3nc(-c4cccs4)c(=O)n(Cc4cccs4)c3n2)cc1 | 19% | 2%
COc1ncc2nc(-c3ccccc3)c(=O)n(C[C@H]3CCCO3)c2n1 | -16% | -1%
CCCCC/C=C\C/C=C\C/C=C\CCCCCCC(=O)NCCc1ccc(O)c(O)c1 | 1% | -11%

Arranged by heavy-atom count (highest first): 5 of the compounds above.
SMILES | RORg inh | VP16 counter
COc1ccc(Oc2ncc3nc(-c4cccs4)c(=O)n(Cc4cccs4)c3n2)cc1 | 19% | 2%
CCCOc1ccc(Br)cc1-c1cc(-c2ccc(Cl)cc2)[nH]c1-c1ccncc1 | -8% | -12%
O=C(Nc1ccccc1)N1CCC2(CC1)CCN(C(=O)c1csnn1)CC2 | -29% | 11%
Clc1ccccc1-c1nccc(-n2ccnc2)n1 | -22% | 6%
CC1CCC2C(C)(C)C3CC12CC[C@]3(C)O (some centres not stated) | -42% | -15%

The list continues.
SMILES | RORg inh | VP16 counter
O=C1CC(c2ccc3c(c2)OCO3)c2ccc(O)cc2O1 (configuration not stated) | 1% | -4%
FC(F)(F)c1ccccc1-c1nc(NCc2cccs2)c2ccccc2n1 | 27% | 2%
COc1ccc(-c2c(O)c3c(OC)c4c(cc3oc2=O)OC(C)(C)C=C4)cc1 | -43% | -17%
N#Cc1ccccc1-c1nc(NCCN2CCOCC2)c2ccccc2n1 | ? | -4%
C=Cc1ccccn1 | 7% | -3%
CCCc1cc2c(n1CCc1ccc(Cl)cc1)C(C)C1CN(C(=O)c3ccccc3)C(C)(C(=O)OC)C21 (configuration not stated) | 4% | -2%
O=C1C2C(c3ccccc3)CC=CC2C(c2ccc(C(F)(F)F)cc2)N1Cc1ccccc1 (configuration not stated) | ? | ?
COc1ccc(CNc2ncnc3ccc(-c4ccoc4)cc23)c(OC)c1 | 4% | 5%
Cn1cc(-c2nc3cnc(Oc4cccc(Cl)c4)nc3n(C3CC3)c2=O)c2ccccc21 | -6% | -4%
CC(C)[C@@H](CC(=O)N[C@@H]1CCNC[C@H]1C(=O)N[C@H](CC(=O)N[C@@H](CCC(=O)O)CC(=O)O)Cc1c[nH]c2ccccc12)NC(=O)C[C@H](Cc1ccccc1)NC(=O)[C@@H]1CNCC[C@H]1N | 1% | -9%
Cn1c(=O)c(-c2ccc(F)cc2)nc2cnc(N3CCOCC3)nc21 | 5% | -8%
CCCC[C@@H]1C[C@H]1C(NC(=O)Cc1ccccc1)c1ccc(-c2ccccc2)cc1 (some centres not stated) | -25% | 3%
COC(=O)C=P(c1ccccc1)(c1ccccc1)c1ccccc1 | -4% | 3%
O=c1c(O)c(-c2ccccc2O)oc2cc(O)cc(O)c12 | -6% | 2%
COc1ccc(C2/C=C\CN(C(=O)C3CC3)C(Cc3ccccc3)C(=O)N2Cc2ccc(F)cc2)cc1 (configuration not stated) | 10µM* | ?
CCN(CC)CCCn1c(-c2ccccc2)nc2c(NCCOC)nc(C)nc21 | -11% | -1%
CON(C)C(=O)c1nnc2c3ccccc3n(S(=O)(=O)c3ccc(C)cc3)c2n1 | 7%&8%[10 µM] | 5%&6%[10 µM]
CN(C)C(=O)c1ccc(-c2cncnc2NCc2ccccc2)cc1 | -20% | 3%
CC[C@H](C)[C@H](NC(=O)[C@H](C)NC(=O)[C@H](Cc1cnc[nH]1)NC(=O)[C@@H]1CCCN1C(=O)CNC(=O)[C@H](CC(C)C)NC(=O)[C@H](CC(C)C)NC(=O)[C@H](Cc1ccc(O)cc1)NC(=O)CNC(=O)[C@H](C)NC(=O)[C@H](CO)NC(=O)[C@H](CC(N)=O)NC(=O)[C@H](CC(C)C)NC(=O)[C@@H](NC(=O)[C@H](Cc1c[nH]c2ccccc12)NC(=O)CN)[C@@H](C)O)C(=O)O | 1% | -5%
Cn1cc(-c2nc3cnc(N4CCNCC4)nc3n(CCC#N)c2=O)c2ccccc21 | ? | ?
CN(CC[C@@H](Oc1ccc(-c2ccccc2)cc1)c1ccc(F)cc1)CC(=O)O | 41% | -9%
CC(=O)OC[C@@H]1O[C@@H](O/N=C2/C[C@@H](O)[C@@H](O)[C@@H]3[C@H]4C(=O)N(c5ccc(F)cc5F)C(=O)[C@@H]4CC[C@H]23)[C@H](OC(C)=O)[C@H](OC(C)=O)[C@@H]1OC(C)=O | -37%[10 µM] | -5%[10 µM]
c1ccc(-c2nc(-c3ccccc3)c(NC3CCCCC3)o2)cc1 | -1% | 1%
Cc1nc(NC2CCCCC2)c2nc(-c3ccccc3)n(CCN3CCCC3)c2n1 | ? | -1%
COc1cc(C(C)C)c2c(c1)S(=O)(=O)N(COc1cc(=O)n3cccc(OCCN4CCCCC4)c3n1)C2=O | -30% | ?
COCC(=O)N1CCC[C@@]2(CCN(c3ccccc3)C2)C1 | -3% | 1%
CCNc1ncc2ncc(=O)n(C)c2n1 | 13% | 5%
COC(=O)CCC(=O)OC1(C)C(=O)C=C2C=C(c3ccc(C#N)cc3)OC=C2C1=O (configuration not stated) | 0%&3% | 5%&-9%
CC(C)C[C@H](NC(=O)[C@H](CC(C)C)NC(=O)[C@H](Cc1ccccc1)NC(=O)[C@@H](N)CO)C(=O)N[C@@H](CCCN=C(N)N)C(=O)N[C@@H](CC(N)=O)C(=O)O | 21% | -2%
S=C(Nc1ccccc1)Nc1ccccc1C#Cc1ccccc1 | 11µM* | ?
CCC/C=C(\CCC)C(NP(=O)(c1ccccc1)c1ccccc1)c1ccc(-c2ccccc2)cc1 (configuration not stated) | 13% | ?
O=P(O)(O)OC1[C@H](O)[C@H](OP(=O)(O)O)C(OP(=O)(O)O)[C@H](OP(=O)(O)O)[C@H]1O (some centres not stated) | -18%[1.91 µM] | 0%[1.91 µM]
CC[C@H](C)[C@H](NC(=O)[C@H](Cc1ccc(O)cc1)NC(=O)[C@@H]1CCCN1C(=O)[C@@H](N)CCCN=C(N)N)C(=O)N[C@@H](CC(C)C)C(=O)O | -2% | -4%
NCC(=O)N[C@@H](CCCN=C(N)N)C(=O)NCC(=O)N[C@@H](CC(=O)O)C(=O)N[C@@H](CO)C(=O)N1CCC[C@H]1C(=O)O | 3% | 3%
COC(=O)N1CCC2(CCCN(c3ccccn3)C2)CC1 | 1% | -6%
CC(C)=CCC1=C(O)[C@](O)(CC=C(C)C)C(=O)C(C(=O)CC(C)C)=C1O | ? | ?
COc1ccc(C(O)C2=CCCC2=O)cc1 (configuration not stated) | 13%&1% | -9%&-16%
CCC#CCOCC(=O)Nc1ccccc1 | -29% | 6%
Cc1nc2cnc(Oc3ccccc3)nc2n(-c2ccccc2)c1=O | -28% | -6%
Brc1cc(Oc2cc(Br)c(Br)c(Br)c2Br)c(Br)c(Br)c1Br | -19% | -9%
C[C@@H]1OC(Oc2ccccc2-c2cc(=O)c3c(O)cc(O)c([C@@H]4O[C@H](CO)[C@@H](O)[C@H](O)[C@H]4O)c3o2)[C@H](O)[C@H](O)[C@H]1O (some centres not stated) | -17% | -4%
CC(C)C[C@@H](CC(=O)N[C@@H](CCC(=O)O)CC(=O)O)NC(=O)[C@@H]1CNCC[C@H]1NC(=O)C[C@@H](NC(=O)C[C@H](Cc1c[nH]c2ccccc12)NC(=O)[C@@H]1CCCC[C@H]1N)C(C)C | 20% | -11%
CCOC(=O)N/N=C1/C[C@@H](O)[C@@H](O)[C@@H]2[C@@H]3C(=O)N([C@@H](C)c4ccccc4)C(=O)[C@H]3CC[C@@H]12 | -5%[10 µM] | -5%[10 µM]
CC(C)=CCC/C(C)=C/CO/N=C1/C[C@@H](O)[C@@H](O)[C@@H]2[C@@H]3C(=O)N([C@@H](C)c4ccccc4)C(=O)[C@H]3CC[C@H]12 | -2%[10 µM] | -4%[10 µM]
O=C(/C=C/c1ccc(O)c(O)c1)O[C@H]1C[C@@](O)(C(=O)O)CC(O)C1O (some centres not stated) | 11% | 0%

Molecules listed so far containing a thiophene ring, fused or not, in the order listed:
SMILES | RORg inh | VP16 counter
COc1ccc(Oc2ncc3nc(-c4cccs4)c(=O)n(Cc4cccs4)c3n2)cc1 | 19% | 2%
FC(F)(F)c1ccccc1-c1nc(NCc2cccs2)c2ccccc2n1 | 27% | 2%

More entries:
SMILES | RORg inh | VP16 counter
C=C1C[C@]23C[C@@]1(O)CC[C@H]2[C@@]12C=C[C@H](O)C(C)(C(=O)O1)[C@H]2[C@@H]3CC(=O)O | 13% | 7%
O=C(O)Cc1cc(I)c(Oc2cc(I)c(O)c(I)c2)c(I)c1 | 6% | -21%
NCCC[C@@H](CC(=O)N[C@@H]1CCNC[C@H]1C(=O)N[C@H](CC(=O)N[C@@H](CCC(=O)O)CC(=O)O)Cc1c[nH]c2ccccc12)NC(=O)C[C@H](Cc1ccccc1)NC(=O)[C@@H]1CNCC[C@H]1N | -20% | -7%
COc1cc(OC)cc(C2=Nn3c(nnc3-c3cccc(OC)c3)SC2)c1 | -19% | -12%
O=C(Nc1ccccc1)N1CCCC2(CCNCC2)C1 | -26% | 19%
COc1ccccc1-c1nc(NCc2ccccc2)c2ccccc2n1 | 35µM* | ?
Cc1c2c(nc3ccccc13)-c1cccc(=O)n1C2 | 8.9µM* | 8.9µM*
CCCCCC(=O)c1c(O)cc(OC)c(Cl)c1O | ? | 0%
CS(=O)(=O)Nc1cccc(-c2nc(NC3CC3)c3ccccc3n2)c1 | 34% | 3%
CC1CCC2C(=O)OC(COc3ccc(C(C)(C)C)cc3)CN2C1c1ccc(Br)cc1 (configuration not stated) | 0%&15%&16%&27%&24%[10 µM] | -5%&-5%&-1%&-1%&-4%[10 µM]
O=C(c1cnccn1)N1CCC[C@@]2(CCN(Cc3ccccc3)C2)C1 | 0% | -8%
